EPAC2 antag = EPAC2 (human) antagonism; AID 720708; Q8WZA2; actives 0.18% (n = 360,000); Potency, µM (highest dose often 114 µM), for the others: at the highest dose activity, negative = inhibition, usual class: inhibitors; EPAC2 GEF exchange of Rap1B-BODIPY-GDP, fluorescence; further: potency means the concentration at half of the fitted maximal effect; on the % scale 0 is the no-effect control and ±100 the full control effect; nearly all actives have a fitted effect of over 45% in size; many of its hits are not listed in these tables
Mm-Cpn inhibitor = blocks the Methanococcus maripaludis chaperonin Mm-Cpn; purified Mm-Cpn ATPase, ADP Transcreener TR-FRET; Potency, µM (highest dose often 76.9 µM), for the others: at the top dose activity, negative = inhibition, hits mostly inhibitors; actives 0.031% (n = 330,000); further: potency means the concentration at half of the fitted maximal effect; on the % scale 0 is the no-effect control and ±100 the full control effect; nearly all actives have a fitted effect of over 80% in size
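Reaction buffer contained 30 mM Tris pH 7.4, 100 mM KCl, 5 mM MgCl2 and 1 mM DTT. Mm-CPN (25 nM final) hydrolysed 10 uM ATP over 30 min at 37°C; ADP was read by HTRF.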
EPAC1 ag = agonists of human EPAC1 | O95398 | EPAC1 agonist qHTS, biochemical assay; response scale: 100% = response to 6.5 mM cAMP | Potency, µM (top dose mostly 154 µM), inactives show at the highest dose activation, actives largely listed as activators | actives 0.073% (n = 360,000); further: potency means the concentration at half of the fitted maximal effect; nearly all actives have a fitted effect of over 60% in size
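Normalized to 6.5 mM cAMP, activity reflects EPAC1-catalysed release of BODIPY-GDP from Rap1B, followed kinetically over 30 min at 480 nm excitation, 540 nm emission. Reaction contained 100 nM EPAC1, 250 nM Rap1B-BODIPY-GDP, 50 uM GDP.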
WRN inhibitor = blocks human WRN helicase | actives 0.46% (n = 360,000) | Potency, µM (titrated, usually from 114 µM), for inactives: at the highest dose activity change, negative = inhibition, most hits filed as inhibitors | WRN helicase unwinding, fluorescent forked duplex, kinetic | Q14191; further: potency means the concentration at half of the fitted maximal effect; on the % scale 0 is the no-effect control and ±100 the full control effect; nearly all actives have a fitted effect of over 55% in size
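WRN at 20 nM final was preincubated with compound for 15 min at room temperature; reaction started with 100 nM forked duplex oligonucleotide carrying fluorophore and quencher plus 2 mM ATP (final). Unwinding followed kinetically by red fluorescence (ex 525/em 598 nm).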
PI5P4K alpha inh = PI5P4K alpha (human) kinase inhibition. P48426. PI5P4Kalpha enzyme, ADP-Glo luminescence, 60 min; active compounds read low. max response, %. actives 1.2% (n = 330,000). AID 652105; active means max response of -50% or lower; inconclusive means between -30% and -50%; inactive means -30% or higher; further: value at the top dose of about 77 µM; on the % scale 0 is the no-effect control and ±100 the full control effect
Target sequence (P48426 whole entry, looked up): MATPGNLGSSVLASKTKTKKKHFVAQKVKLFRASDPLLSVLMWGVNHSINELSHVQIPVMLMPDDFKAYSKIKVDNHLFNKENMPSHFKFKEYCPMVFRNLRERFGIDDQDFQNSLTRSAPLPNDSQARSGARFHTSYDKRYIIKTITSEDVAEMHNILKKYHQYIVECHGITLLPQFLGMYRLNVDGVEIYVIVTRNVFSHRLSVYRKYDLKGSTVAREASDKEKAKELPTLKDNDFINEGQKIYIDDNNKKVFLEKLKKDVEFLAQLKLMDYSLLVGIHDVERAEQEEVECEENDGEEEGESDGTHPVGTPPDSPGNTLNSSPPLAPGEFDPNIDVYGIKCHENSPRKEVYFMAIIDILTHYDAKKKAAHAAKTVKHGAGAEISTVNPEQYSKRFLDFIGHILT
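ADP-Glo luminescence end-point after a 60 min room-temperature kinase reaction. PI5P4Kalpha and substrate in HEPES pH 7.4 buffer with EGTA, 0.1% CHAPS and 5% DMSO; ATP at 5 microM final.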
CCT modulator = modulators of cytosolic chaperonin (CCT/TRiC) activity. purified chaperonin ATPase assay, HTRF ADP detection, 30 min. activity change, % (concentration not given with the values), hits read low. actives 0.3% (n = 360,000); in the data active means activity change below about -30%; further: on the % scale 0 is the no-effect control and ±100 the full control effect
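First, chaperonin was dispensed at 40 nM or 20 nM final depending on batch activity. Next, compounds were pinned at 76 uM and ATP added at 10 uM. After 30 min at 37 °C, ADP detection reagents ran 30 min at ambient temperature.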
PLK1 PBD inh = PLK1 (human) polo-box domain binding inhibition | Potency, µM, without a hit: max response, negative = inhibition, actives largely listed as inhibitors | P53350 | Plk1 PBD binding of FITC phosphopeptide, fluorescence polarization | actives 2.8% (n = 360,000) | AID 720504; further: potency means the concentration at half of the fitted maximal effect; series mostly up to about 57 µM; on the % scale 0 is the no-effect control and ±100 the full control effect; nearly all actives have a fitted effect of over 65% in size
Target sequence (P53350 whole entry, looked up, the tested form may be a part): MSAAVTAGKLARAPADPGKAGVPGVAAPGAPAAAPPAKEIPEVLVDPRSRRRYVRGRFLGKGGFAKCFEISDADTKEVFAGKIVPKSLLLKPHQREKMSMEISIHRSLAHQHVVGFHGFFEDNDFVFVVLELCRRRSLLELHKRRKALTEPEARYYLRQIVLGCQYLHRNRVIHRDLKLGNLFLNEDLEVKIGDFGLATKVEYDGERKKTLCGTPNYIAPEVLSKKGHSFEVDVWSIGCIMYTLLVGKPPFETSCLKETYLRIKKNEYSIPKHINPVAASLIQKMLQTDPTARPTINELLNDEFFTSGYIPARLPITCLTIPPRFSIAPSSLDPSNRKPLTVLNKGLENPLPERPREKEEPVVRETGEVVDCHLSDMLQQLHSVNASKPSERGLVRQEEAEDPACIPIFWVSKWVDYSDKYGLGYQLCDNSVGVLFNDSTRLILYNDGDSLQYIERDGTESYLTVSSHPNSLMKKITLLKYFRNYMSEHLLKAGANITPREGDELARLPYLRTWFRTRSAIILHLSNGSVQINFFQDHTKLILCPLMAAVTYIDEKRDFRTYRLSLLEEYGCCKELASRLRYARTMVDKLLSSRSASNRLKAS
EPAC1 antagonist = antagonists of human EPAC1; EPAC1 GEF assay, Rap1b-BODIPY-GDP exchange fluorescence; Potency, µM (titrated, usually from 115 µM), for the others: at the highest dose activity change, negative = inhibition, usual class: inhibitors; actives 0.14% (n = 360,000); AID 720709;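 further: potency means the concentration at half of the fitted maximal effect; plate controls were vehicle for no effect and positive control for full effect; nearly all actives have a fitted effect of over 50% in size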
Active calls of the source: *; ? = inconclusive; . = no result given; & = joins results of further samples; [ ] = another dose, or the depositor's remark. Unless noted, the call rests on the fitted dose curve; in most records, active means well fitted curve in the direction sought with a large enough effect; inconclusive means small, poorly fitted or top-dose-only effect, or another doubt; inactive means no such curve, though single readings can be large; an effect the other way counts as inactive or inconclusive. These rows are one share of the data; count on the stated rates, not on these rows.

SMILES	EPAC2 antag	Mm-Cpn inhibitor	EPAC1 ag	WRN inhibitor	PI5P4K alpha inh	CCT modulator	PLK1 PBD inh	EPAC1 antagonist
CCC(CC)c1nnc(NC(=O)C2CC(=O)N(CCc3ccc(OC)c(OC)c3)C2)s1 (stereo not given)	-1%	1%	1%	-10%	-6	1.6	2%	3%
OCCCNC(=S)NC1CCCC1	-2%	-1%	8%	-4%	-3	0.0	-2%	-2%
Cc1cccc(C)c1NC(=O)C(c1ccncc1)n1c(=O)c(-c2cc3ccccc3[nH]2)nc2ccccc21 (stereo not given)	-9%	.	5%	-9%	7	.	0%	-12%
Cc1ccc(NC(=O)CSc2nc3nn(-c4ccccc4)c(=O)c-3c3n2CCCCC3)cc1F	1%	1%	-5%	6%	-2	1.9	-1%	-2%
Cc1cc(C)n(S(=O)(=O)c2ccc(F)cc2)n1	5%	-3%	8%	1%	-9	-0.5	-13%	-25%
Cc1ccc(/C=C/C(=O)OCC(=O)NCCN2C(=O)CSC2=O)cc1	-5%	2%	1%	-4%	-6	-0.6	-17%	-4%
CN(C)S(=O)(=O)c1ccc(C(=O)NCCN=C2NS(=O)(=O)c3ccccc32)cc1	10%	0%	0%	8%	-1	0.6	3%	4%
C#CCN(C[C@H]1[C@H](OC(=O)NC2CC2)[C@H](OC(=O)NC2CC2)C[C@@H](C(=O)OC)[C@H]1C(=O)OC)S(=O)(=O)c1ccc(C)cc1	-8%	.	4%	-20%	-4	0.0	-14%	-5%
C=CCn1c(COc2ccc(F)cc2)nnc1SCC(=O)NC(=O)NCc1ccco1	3%	0%	-4%	-21%[57.1 µM]	.	-0.9	-4%	1%
O=C(CCNS(=O)(=O)c1ccc2ccccc2c1)NCCOc1ccccc1	-4%	-1%	3%	-4%	-13	-1.3	-6%	-15%
O=C(NCc1ccco1)c1ccc(N2CCCCC2)c([N+](=O)[O-])c1	-8%	2%	5%	-1%	-2	0.2	-9%	-9%
CCOC(=O)N1CCN(S(=O)(=O)c2cc(Br)cc3c2N(C(=O)CC)CC3)CC1	3%	0%	3%	0%	-1	-1.7	-5%	14%
O=C(CCCN1C(=O)c2ccccc2C1=O)NCCCN1CCOCC1	4%	1%	4%	3%	7	-1.8	-2%	6%
CC(C)(C)c1ccc(S(=O)(=O)NNC(=O)C2CCN(Cc3cccc(F)c3)CC2)cc1	-13%	1%	-2%	-3%	2	-0.6	-3%	-14%
CCC(C)(C)NC(=O)C(c1cccc(OC)c1OC)N(CCC(C)C)C(=O)CCC(=O)Nc1cc(C)on1 (stereo not given)	-6%	-1%	3%	4%	0	1.4	-8%	-7%
Cc1cccc(-c2nc(CSc3nc4c(c(=O)[nH]3)CCC4)c(C)o2)c1	-9%	0%	-12%	4%	8	1.4	-7%	-13%
COc1ccc(NC(C)=O)cc1S(=O)(=O)Nc1ccccc1C(=O)N1CCCC1	4%	0%	2%	-3%	5	-1.7	-6%	-9%
Cc1cc(OCc2nnc(SCC(=O)OC3CCCCC3)o2)ccc1Cl	-5%	-7%	1%	0%	3	-3.1	-2%	-7%
COc1ccc(OC)c(S(=O)(=O)NC2CC(=O)N(c3cccc(F)c3)C2)c1 (stereo not given)	11%	0%	-1%	2%	-2	2.3	1%	1%
CCc1ccc(OCC(=O)N(C)C)c(Br)c1	0%	1%	7%	-5%	.	-1.2	0%	6%
CC(=O)NC(c1ccco1)c1cc(Cl)c2ccccc2c1O (stereo not given)	?	-1%&-2%	2%	.	.	.	.	-3%
O[C@@H]1C[C@H](c2ccccc2)N(CC2CCCCC2)C[C@H]1n1cc(C2CC2)nn1	-20%	.	-4%	-14%	11	1.5	1%	-15%
O=C(NCc1cccnc1)c1cc(C2CCCCN2C(=O)OCc2ccccc2)on1 (stereo not given)	-28%	.	7%	-5%	-3	1.9	-16%	?
COCCOC(=O)C1=C(C)NC2=C(C(=O)CCC2)C1c1ccc2c(c1)OCO2 (stereo not given)	0%	1%	0%	-10%	.	2.1	-1%	8%
COc1ccc(NC(=O)CN(C)C(=O)/C=C/c2cn(-c3ccccc3)nc2-c2ccc(C)cc2)cc1	-8%	-11%	-43%[inhibitor]	-19%	2	1.5	-2%	-27%
CC1CCCCN1CCCNC(=O)c1ccc(NC(=O)C2=CSCCO2)cc1 (stereo not given)	5%	0%	7%	-5%	-3	0.7	-2%	2%
CC(NC(=O)c1ccc(Br)cc1)c1ccccc1 (stereo not given)	4%	-2%	6%	-3%	0	0.6	-3%	-17%
COC(=O)c1ccc(CSc2nnc(-c3ccccc3)n2C)o1	-3%	-1%	5%	3%	0	-4.2	-1%	4%
CCOC(=O)Nc1nnc(-c2ccccc2OC)s1	8%	-2%	-3%	5%	0	2.3	1%	10%
Cc1nc(N2CCN(Cc3ccccc3)CC2)nc2c1C(=O)CCC2	-1%	1%	-4%	5%	-8	-1.2	?	-3%
OC1(c2ccc(Cl)cc2)CCN(Cc2nc(-c3cnccn3)no2)CC1	-7%	-2%	3%	-6%	-5	-1.4	2%	4%
CCC(C)N1C(=O)C2C(C(=O)Nc3cccc(OC)c3)C3C=CC2(O3)C1C(=O)NC1CCCCC1C (stereo not given)	-8%	1%	7%	-6%	4	-2.9	-7%	-12%
CCN(C(=O)CN1C(=O)/C(=C/c2ccccc2F)SC1=S)C1CCS(=O)(=O)C1 (stereo not given)	-5%	1%	14%	-8%	2	0.9	-2%	-25%
O=C(COC(=O)c1cc(-c2cccc(Br)c2)nc2ccccc12)NCC1CCCO1 (stereo not given)	-24%	1%	7%	?	19	0.4	-16%	-19%
Cc1c(NC(=O)CSc2nc3ccccc3[nH]2)c(=O)n(-c2ccccc2)n1C	0%	-5%	-3%	4%	.	2.1	-5%	-1%
Cc1ccccc1Nc1c(F)c(F)c(F)c(F)c1C(=O)O	6%	-3%	-1%	12%	-10	2.4	4%	25%
Cc1ccc(C(=O)Nc2ccc(C(=O)N/N=C/c3cccnc3)cc2)cc1	?	0%	-1%	-14%[11.6 µM]	6	-1.7	-1%	-3%
Cc1ccc2c(c1)N(Cc1ccccc1)C(=O)C(C)S2 (stereo not given)	-22%	.	-15%	10%	0	-0.1	3%	4%
COC/C=C/C1=CC2=CC(=O)C(C)(OC(=O)c3cnc4ccccc4n3)C(=O)C2=CN1Cc1ccccc1 (stereo not given)	18%	-1%	-21%	-21%	-26	1.0	-25%	?
CCCC(=O)N1CCC1(C)C(=O)Nc1ccccc1-c1ccccc1 (stereo not given)	-6%	.	4%	6%	0	-1.0	1%	0%
COc1cc2ncc(S(=O)(=O)c3ccccc3)c(N3CCC4(CC3)OCCO4)c2cc1OC	-7%	-10%	7%	4%	3	-0.3	-1%	3%
O=C(Nc1ccc(F)cc1F)c1c(C(F)(F)F)ccnc1Oc1ccc(Cl)cc1	-7%	0%	-3%	-8%	2	-1.7	3%	-12%
CCN1CCc2c(OCc3ccc(C(=O)OC)o3)cccc2C1=O	5%	-3%	0%	-2%	0	2.2	-7%	-1%
O=C(/C=C/c1cccc(Br)c1)NCC1CCCCC1	3%	3%	5%	-1%	3	-0.1	0%	-3%
O=C(O)c1ccc(S(=O)(=O)N(CCc2ccccc2)Cc2ccc(Cl)cc2)cc1	?	0%	-3%	-5%	13	-0.5	?	-29%
COCCn1c(SCC(=O)NC(=O)NC(C)C)nc2ccccc21	9%	2%	2%	6%	4	-5.1	-3%	0%
Cc1onc(C(=O)N2CCC(C(N)=O)CC2)c1-c1ccccc1Cl	-2%	1%	-8%	-7%	1	-3.2	-2%	9%
Cc1ccc(C(=O)NNC(=O)Cc2csc(-c3csc(C)n3)n2)cc1	-4%	-3%	-8%	-1%	0	1.4	2%	6%
N=C1C(=O)OCC1c1ccccc1NC(=O)c1ccccc1 (stereo not given)	2%	-5%	3%	-11%	-4	-2.7	-2%	-1%
COC(=O)c1[nH]c2cc(C)ccc2c1NC(=O)CN1CCc2cc(OC)c(OC)cc2C1	-10%	-2%	8%	-6%	11	-3.1	-3%	-2%
c1ccc(-c2cc(N3CCOCC3)nc(-c3ccccc3)n2)cc1	1%	0%	9%	-2%	.	-2.7	-9%	2%
NS(=O)(=O)c1ccc(CNC(=S)Nc2ccc(Cl)c(Cl)c2)cc1	-11%	-8%	5%	-8%	-1	-2.2	-25%	-3%
COCCn1c(=O)[nH]c2cc(C(=O)N3CCN(c4ccccc4)CC3)ccc2c1=O	-4%	0%	6%	3%	-9	0.1	-10%	-16%
O=C(Nc1cccc(C(=O)O)c1)Nc1ccccc1Cl	16%	-1%	-11%	4%	3	-2.3	-1%	7%
CC(=O)N(CN1C(=O)C2C3C=CC(C3)C2C1=O)c1cccc(Cl)c1 (stereo not given)	4%	-3%	-5%	3%	6	-1.9	4%	5%
Cc1ccc2[nH]c(C(=O)Nc3ccc(F)cc3)cc2c1	6%	-12%	15%	2%	7	-3.7	-4%	13%
CCCNC(=O)c1ccc2c(=O)c(O)c(C)[nH]c2c1	32%[activator]	0%	-15%	1%	5	-2.8	-7%	?
CC1CCCC(C)N1C(=O)COC(=O)c1nn(C)c(=O)c2ccccc12 (stereo not given)	-1%	1%	-1%	2%	0	0.2	-1%	18%
C/C(Cl)=C\CSc1nnc2n(N)c(=O)c3ccccc3n12	13%	1%	-9%	6%	-2	-0.6	-3%	6%
CCc1c(C)nc2ncnn2c1NCCc1ccc(OC)c(OC)c1	6%	-1%	-1%	-2%	.	-0.4	-6%	0%
Cc1cc(C)nc(SCC(=O)Nc2nonc2N)n1	6%	1%	5%	2%	3	-2.2	3%	-14%

Among those listed so far, these contain a COOH group.
SMILES	EPAC2 antag	Mm-Cpn inhibitor	EPAC1 ag	WRN inhibitor	PI5P4K alpha inh	CCT modulator	PLK1 PBD inh	EPAC1 antagonist
Cc1ccccc1Nc1c(F)c(F)c(F)c(F)c1C(=O)O	6%	-3%	-1%	12%	-10	2.4	4%	25%
O=C(O)c1ccc(S(=O)(=O)N(CCc2ccccc2)Cc2ccc(Cl)cc2)cc1	?	0%	-3%	-5%	13	-0.5	?	-29%
O=C(Nc1cccc(C(=O)O)c1)Nc1ccccc1Cl	16%	-1%	-11%	4%	3	-2.3	-1%	7%

Compound activity deposited in PubChem BioAssay by National Center for Advancing Translational Sciences (NCATS).
